# Bioassay records (PubChem BioAssay)
# Insulin prom inh = TRM-6 insulin promoter activity inhibition. TRM-6 cells (human fetal islet line), insulin promoter-eGFP reporter, imaging; reporter expression induced with tamoxifen. inhibition, % at 2 µM. hit rate 0.9% among 130,000. AID 1273;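 active = inhibition above the mean plus 3 SD, with well images judged a real hit on visual review, cut at about 60% in these data, passing the limit was not always enough; inconclusive = inhibition over the cutoff but images rejected on review; inactive = inhibition not above the cutoff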
# SDO1 yeast rescue = sdo1-depleted yeast growth rescue; S. cerevisiae sdo1-depleted JHY4D growth rescue, OD600 30 h; hits give high values; pdr5 snq2 efflux-pump mutant strain; z-score at 10 µM; hit rate 0.21% among 140,000; AID 817;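 active = z-score above 3 at both the 24 hr and the 30 hr optical density reads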;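 note: z-score against mean and SD of all compound wells on the same plate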
# SDO1 yeast rescue Rescue 24 h = further read-out of SDO1 yeast rescue, marked with its call; z-score; S. cerevisiae sdo1-depleted JHY4D growth rescue, OD600; measured here: growth rescue at 24 h;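 0 is the plate mean of compound wells and units are plate SD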
# Starred values were filed as active, the others as inactive; u = inconclusive; x = not tested or not shown; & = joins results of further samples. Rows are unselected. About 0.91% of those tested had a hit in this group.
SMILES,Insulin prom inh,SDO1 yeast rescue,SDO1 yeast rescue Rescue 24 h
CC(=O)C1=C(O)C(=O)N(CCCn2ccnc2)C1c1ccc(C)cc1 (stereo not given),-70.0,0.71,0.28
CCOc1ccc(NC(=O)CN2CC(c3ccccc3)CC2=O)cc1 (stereo not given),x,1.77,2.34
CCCCNC(=S)NNC(=O)c1csc(CC)c1,-68.8,1.33,1.01
COc1ccc(Cl)cc1N1C(=O)C2CCCN2C1c1cccc(F)c1 (stereo not given),x,0.09,0.12
O=C(NNc1cccc(Cl)n1)Nc1ccccc1Cl,16.2,-0.47,-0.76
COc1cc(NC(=S)NC(=O)c2ccccc2C)ccc1NC(=O)c1cccs1,13.3,-0.22,0.06
CCOC(=O)c1ccc(NC(=S)N(Cc2cccnc2)Cc2ccco2)cc1,33.3,x,x
Cn1cc(S(=O)(=O)N2CCN(c3ccccc3)CC2)c(=O)n(C)c1=O,x,0.13,-0.11
O=C(NCC1CCCN(Cc2ccc3nonc3c2)C1)c1cccc(C(F)(F)F)c1 (stereo not given),21.4,x,x
CCc1c(C)nc(SCC(=O)Nc2cccc(Br)c2)[nH]c1=O,21.6,-0.65,-0.52
CN1CCN(CC(=O)Nc2ccccc2[N+](=O)[O-])CC1,x,0.88,0.33
Cn1c(=O)c(C(=O)c2ccccc2)nc2ccccc21,-5.9,-0.06,-0.18

# Not a retest: an excerpt of the list.
SMILES,Insulin prom inh,SDO1 yeast rescue,SDO1 yeast rescue Rescue 24 h
CCOC(=O)c1ccc(NC(=S)N(Cc2cccnc2)Cc2ccco2)cc1,33.3,x,x
Cn1cc(S(=O)(=O)N2CCN(c3ccccc3)CC2)c(=O)n(C)c1=O,x,0.13,-0.11
O=C(NCC1CCCN(Cc2ccc3nonc3c2)C1)c1cccc(C(F)(F)F)c1 (stereo not given),21.4,x,x
CCc1c(C)nc(SCC(=O)Nc2cccc(Br)c2)[nH]c1=O,21.6,-0.65,-0.52
CN1CCN(CC(=O)Nc2ccccc2[N+](=O)[O-])CC1,x,0.88,0.33
Cn1c(=O)c(C(=O)c2ccccc2)nc2ccccc21,-5.9,-0.06,-0.18

# The list goes on:
SMILES,Insulin prom inh,SDO1 yeast rescue,SDO1 yeast rescue Rescue 24 h
O=C1CCC(C(=O)NCCCn2ccnc2)N1 (stereo not given),-14.3,1.78,0.78
CC12CCC(C(=O)O)(C/C1=N\O)C2(C)C (stereo not given),12.8,1.45&1.35,0.81&2.29
CCOc1ccc(CCNC(=O)C2CCN(c3nn4c(=O)cc(C)nc4s3)CC2)cc1OCC,7.7,0.54,-0.31
CC(C)CNC(=O)COc1ccc(Sc2ccc(OCC(=O)NCC(C)C)cc2)cc1,-16.1,-0.67,-0.27
COc1ccc(NC(=O)c2cc(-c3cccs3)on2)cc1OC,x,-0.27,0.98
COc1ccc(CC(=O)NCc2nnc(SCCOc3ccccc3)n2C)cc1,-5.4,0.58,0.12
S=c1[nH]nc(C2CCCCC2)n1/N=C/C=C/c1ccccc1,-17.1,-1.31,-0.92
CCn1c(COc2ccc3c(c2)OCO3)nnc1SCC(=O)c1ccccc1,11.1,-0.62,0.14
COC(=O)N/N=C(\C)c1ccc(-n2ccnc2)cc1,-26.8,x,x
CCOC(=O)c1ccc(NC(=S)NCCC2=CCCCC2)cc1,x,-0.58,-0.14
O=[N+]([O-])c1cccnc1N1CCN(c2ccc(F)cc2)CC1,38.9,x,x
O=C(O)C1CCCCC1C(=O)Nc1cccc(C(=O)N2CCCCC2)c1 (stereo not given),-116.7,0.51,0.61
CS(=O)(=O)N(Cc1ccc(Cl)cc1)c1ccc(C(=O)NCCSCc2ccco2)cc1,-26.7,-0.41,0.21
COc1ccc(C(=O)N2CC3(C)C4CCC3(C)C2(C#N)C4)cc1OC (stereo not given),-76.5,x,x
CCc1nnc(NC(=O)CSc2nccn2-c2cc(C)cc(C)c2)s1,x,-0.03,-0.21
S=C(NC1CCCCC1)N1CCN(c2ccccn2)CC1,31.2,0.24,-0.24
CCCC(=O)Nc1ccc2nc(SCC(=O)Nc3nccs3)sc2c1,26.7,-0.69,-0.24
COc1ccc(NC(=O)COC(=O)c2cc(OC)c(OC)cc2NC(=O)c2ccco2)cc1OC,x,-1.07,-0.76
CC1(C)NC(=O)N(CCOCCOc2ccc3ccccc3c2Br)C1=O,-146.2,0.21,0.86
COc1ccc(N2C(=O)c3ccccc3NC23CCC(C)CC3)cc1 (stereo not given),8.1,-0.57,-0.6
O=C(NCc1ccco1)C1CCN(c2nnc(-n3cccc3)s2)CC1,20.0,0.3,-0.4
CCS(=O)(=O)n1nc(-c2ccc(Cl)cc2)nc1N,x,1.46,1.17
Cn1c(=O)c2cc(S(=O)(=O)Nc3cccc(F)c3)ccc2n(C)c1=O,48.3,0.38,-0.01
CCC(C)(C)n1nnnc1CN1CCN(C(c2ccccc2)c2ccccc2)CC1,50.0,-1.38,-0.89
C=CCNC(=S)NCc1ccc(CNC(=S)NCC=C)cc1,30.8,x,x
CNC(=O)N(O)C1N(C)C(=O)N(Cc2ccccc2)C1(C)C (stereo not given),-109.1,1.19,1.09
CC(NC(=O)c1cccc(N2CCCC2=O)c1)c1ccc2c(c1)OCCO2 (stereo not given),30.0,0.57,0.94
CCNc1nc(NC(C)CC)nc(Oc2ccc(=O)[nH]n2)n1 (stereo not given),x,1.32,1.42
COc1cc2c(cc1OC)C(Cc1ccc(O)cc1)NCC2 (stereo not given),28.6,-0.54,-0.41
O=C(COn1nnc2ccc(Cl)cc21)NCc1ccccc1,50.0,0.84,1.5
CCOc1ccc(CC2c3cc(OCC)c(OCC)cc3CCN2C(=O)c2cc(OC)c(OC)c(OC)c2)cc1OCC (stereo not given),36.4,0.09,0.08
Clc1ccc(CN2CCC(Cc3ccccc3)CC2)cc1,x,-0.96,-0.46
C=CCNC(=O)CC(=O)N/N=C/c1ccccc1F,x,0.88,0.25
O=C(COC(=O)c1cccc(S(=O)(=O)N2CCc3ccccc32)c1)Nc1ncc(Cl)cc1Cl,7.1,-0.85,-0.7
O=C(NCC1CCCO1)C1CCN(S(=O)(=O)N2CCCC2)CC1 (stereo not given),x,0.79,0.2
COc1ccc(OC)c(C(c2nnnn2C2CCCC2)N2CCN(c3ccccc3F)CC2)c1 (stereo not given),-7.1,-1.57,-0.65
COc1ccc(CCNc2oc(-c3cccc4ccccc34)nc2P(=O)(OC)OC)cc1OC,10.0,-0.9,-1.05
COc1ccnc(Nc2ccc(C)c(C)c2)c1C#N,21.9,0.24,-0.6
Cc1nn(C)c(C(=O)N2CCc3ccccc32)c1Br,21.2,-0.49,0.27
CNc1nc(Nc2ccc(C)c(Cl)c2)nc(N)c1[N+](=O)[O-],x,-1.73,-1.28
CCCCC(=O)NCc1ccc(Cl)cc1,-9.4,1.42,0.78
CCOC(=O)c1c(-c2ccc(C)o2)csc1NC(=O)COC(=O)c1cccs1,35.1,-2.12,-1.41
CN(CC(=O)Nc1ccc(C#N)cc1)Cc1ccc(Cl)c(Cl)c1,-11.6,-1.66,-1.49
CC(C)(C)C(=O)N=C1SC2CS(=O)(=O)CC2N1c1ccc2c(c1)OCO2 (stereo not given),29.7,0.05,-0.61
O=C(c1ccc(F)cc1)N1CCC(n2nnc3ccccc32)CC1,50.0,x,x
Cc1nnc(SCC(=O)N2CCc3ccccc32)n1-c1ccccc1,-150.0,-0.15,-0.48
C/C(=N\NC(=O)c1ccc(CSc2nc(C)cc(C)n2)cc1)C1CCCCC1,-13.3,0.41,0.14
COC(=O)Cn1cnc2c(C#N)c3n(c2c1=O)CCCC3,x,0.69,0.74
O=C(NCc1ccccc1)C1CC(=O)N(C2CCCCCC2)C1 (stereo not given),-72.7,x,x
O=C(CCc1n[nH]c(=O)[nH]c1=O)Nc1cccc([N+](=O)[O-])c1,55.0,x,x
COC(=O)CCC(=O)NNC(=O)Cc1ccccc1,-28.6,x,x
O=C(O)CCCCNS(=O)(=O)c1ccc(Cl)c(C(F)(F)F)c1,x,0.26,-0.11
Cn1c(Cc2csc(N)n2)nnc1SCC(=O)NCc1ccccc1,50.0,0.82,0.51
COc1ccc(C2NC(=O)C(C#N)=C(S)N2c2ccc(C)cc2)cc1OC (stereo not given),0.0,x,x
Cc1cc(S(=O)(=O)NCC(c2ccccc2)c2ccccc2)ccc1-n1cnnn1,-16.7,-2.21,-1.71
COc1ccc(NC(=O)c2cnc3n(c2=O)CCS3)cc1OC,0.0,0.68,0.78
O=C(O)CNC(=O)CC1S/C(=N/N=C2\CSC(=O)N2)NC1=O (stereo not given),-78.6,x,x
COc1ccc(CN2CCc3ccccc3C2)c(OC)c1OC,-43.8,0.67,0.87
O=C(NN1C(=O)C2C3C=CC(O3)C2C1=O)c1ccccc1 (stereo not given),13.5,x,x
CSCCC(N=CC1=C(O)CC(C)(C)CC1=O)C(=O)O (stereo not given),-20.5,1.16,2.59
# Next section.
SMILES,Insulin prom inh,SDO1 yeast rescue,SDO1 yeast rescue Rescue 24 h
COc1cccc2c(Cl)c(CCCl)c(C)nc12,44.4,x,x
c1ccc(NC2=Nc3cccc4cccc2c34)cc1,-11.6,x,x
C/C(=N\NC(=O)c1ccn(C)n1)c1ccc(NC(=O)C2CCCC2)cc1,71.4*,0.18,-0.68
CCCC(=O)Nc1ccc2c(c1)nc(CN1CCN(C(C)=O)CC1)n2C,2.3,0.36,-0.01
CC(=O)c1ccc(NC(=O)C2CCCN2S(=O)(=O)c2ccc(F)cc2)cc1 (stereo not given),x,-0.06,-0.42
COc1ccc(-n2c(Cc3cc(=O)[nH]c(=O)[nH]3)nnc2SCC(=O)N2CCC(C)CC2)cc1,x,0.87,0.22
COc1ccc(CNc2nc(-c3cccnc3)nn2C(=O)C(C)C)cc1,-53.3,x,x
O=S1(=O)CCC(NC(=S)N2CCCCC2)C1 (stereo not given),-75.0,0.74,0.65
FC(F)Sc1ccc(N=C2NN=C(c3ccc4c(c3)OCCO4)CS2)cc1,14.3,-0.06,0.1
Cc1cccc(-c2nc3ccccc3c(=O)n2NC(=O)/C=C/c2ccc([N+](=O)[O-])cc2)c1,-66.7,-0.6,-1.67
Nn1c(CSc2ccccn2)nc2ccccc2c1=O,x,1.07,1.53
CCOC(=O)C1CCCN(C(=O)c2cn(C)c(=O)c3cc(OC)c(OC)cc23)C1 (stereo not given),36.1,0.19,-0.16
CCCOc1cccc(C(=O)N(Cc2cccs2)C2CCS(=O)(=O)C2)c1 (stereo not given),-17.6,-0.37,-1.31
CCOC(=O)N1CCC(NC(=O)c2cnn3ccccc23)CC1,x,0.2,-0.3
CC(C)CCn1cnc2c(sc3nc4c(cc32)CSC(C)(C)C4)c1=O,x,0.04,0.3
O=C(NCc1ccc2c(c1)OCO2)C1CC(=O)N(CCc2ccccc2)C1 (stereo not given),x,0.64,0.74
C=CCn1c(CNc2ccccc2)nnc1SCC(=O)N/N=C/c1ccc(O)cc1O,x,0.44,-0.4
CC1(C)CC2(C)Nc3ccccc3N2C(=S)N1 (stereo not given),-14.3,-0.16,-0.01
COc1ccc(OC)c(NC(=O)CS(=O)(=O)c2ccccc2)c1,-309.1,0.4,-0.1
O=C(CCN1C(=O)c2ccccc2C1=O)Nc1cccnc1,-4.8,1.07,0.84
COC(=O)\C(C(C)=O)=C(/C=C/C=C/C=C/N(C)C)N(C)C,-2.3,0.59,-0.01
C=C(C)C1CC=C(C)/C(=N/NC(=O)c2cccs2)C1 (stereo not given),9.8,-0.52,-0.07
Cc1sc2nc(SCc3nc(-c4ccccc4)no3)n(-c3ccccc3)c(=O)c2c1C,x,0.16,1.02
Cc1ccc(/C=C2\SC(=S)N(c3c(C)n(C)n(-c4ccccc4)c3=O)C2=O)cc1,x,-0.32,-0.23
CC(=O)c1c(OCC(=O)O)ccc2c(C)cc(=O)oc12,10.7,0.35,0.38
S=C(NCCc1ccccn1)Nc1cccc(Cl)c1,25.8,0.51,-0.27
COc1ccc(Nc2nc(N)nc(CN3CCc4ccccc4C3)n2)cc1,x,1.27,1.3
Cc1ccccc1C(=O)O/N=C1\CCS(=O)(=O)c2sccc21,45.5,-0.14,-0.17
COc1ccc(NC(=O)c2cc3nc(-c4ccccc4)cc(-c4ccccc4)n3n2)c(OC)c1,-75.0,-0.51,1.81
O=C(Cn1nnc(-c2cc(Cl)ccc2-n2cnnn2)n1)N1CCCc2ccccc21,-3.6,-1.22,-1.41
C=CCn1c(C)cc(C(=O)COC(=O)CNC(=O)c2ccccc2)c1C,u,0.81,1.18
O=C(NC1CCCC1)C(NS(=O)(=O)c1ccc(Br)s1)c1ccccc1 (stereo not given),-106.7,-0.54,-1.49
CC(=O)Nc1cccc(-c2cn3ccc(C)cc3n2)c1,33.3,x,x
CCCCOC(=O)Cc1c(O)c2ccccc2[nH]c1=O,30.0,0.53,0.26
O=C(CSc1nc2c(c(=O)n1-c1ccccc1)SCC2)N1CCOCC1,-30.0,1.19,0.63
Cc1c(Cl)cccc1NC(=O)CN1CCN(CCN=CC2=C(O)CC(c3ccccc3)CC2=O)CC1 (stereo not given),20.0,x,x
COc1ccc(N2C(=O)CC(C3CCCO3)C2=O)cc1 (stereo not given),56.5,x,x

# Random excerpt: 3 records from the list.
SMILES,Insulin prom inh,SDO1 yeast rescue,SDO1 yeast rescue Rescue 24 h
Cc1ccccc1C(=O)O/N=C1\CCS(=O)(=O)c2sccc21,45.5,-0.14,-0.17
S=C(NCCc1ccccn1)Nc1cccc(Cl)c1,25.8,0.51,-0.27
CC(=O)Nc1cccc(-c2cn3ccc(C)cc3n2)c1,33.3,x,x
